# Screens deposited in PubChem by The Scripps Research Institute Molecular Screening Center.
# LEDGF integ inh: blocks HIV-1 LEDGF/p75-dependent DNA integration; TR-FRET IN-LEDGF/p75 DNA integration, Eu/Cy5; inhibition, % at 3.7 µM; 0.64% of 370,000 active;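 active = inhibition above the screen-wide mean plus 3 SD, cut at about 13% in these data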;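 also: signal is the Cy5 over europium emission ratio at 671 and 618 nm; 0% = plate median of compound wells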
# TCR CD3 inh: inhibitors of human TCR-CD3 interaction. TAMRA-labeled TCR probe fluorescence, biochemical. inhibition, % at 9.4 µM. 0.37% of 360,000 active. AID 651800; in the data active = inhibition above about 19%;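 also: recombinant mutant TCR 2C K166C tagged with TAMRA read by polarization; 0% = receptor in buffer alone and 100% = receptor with positive control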
# PG9 binder: binds the HIV-1 gp120 antibody PG9. 0.43% of 360,000 active. TR-FRET gp120-PG9 antibody binding. inhibition, % at 6.7 µM; in the data active = inhibition above about 8.5%
# PRMT1 FP inh: inhibitors of human PRMT1 | 1.3% of 370,000 active | inhibition, % at 2.79 µM | AID 652257 | recombinant PRMT1, activity-based probe fluorescence polarization | Q99873;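 active = inhibition above about 21% made by adding two undisclosed values, limit read from the data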
# HTRA1 inh: inhibitors of human serine peptidase HTRA1; inhibition, % at 5.96 µM; 0.5% of 340,000 active; recombinant HTRA1, FP-rhodamine activity-based probe, fluorescence polarization; in the data active = inhibition above about 36%;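 also: 0% = enzyme with DMSO and 100% = wells lacking enzyme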
# Target sequence (Q92743 whole entry, looked up): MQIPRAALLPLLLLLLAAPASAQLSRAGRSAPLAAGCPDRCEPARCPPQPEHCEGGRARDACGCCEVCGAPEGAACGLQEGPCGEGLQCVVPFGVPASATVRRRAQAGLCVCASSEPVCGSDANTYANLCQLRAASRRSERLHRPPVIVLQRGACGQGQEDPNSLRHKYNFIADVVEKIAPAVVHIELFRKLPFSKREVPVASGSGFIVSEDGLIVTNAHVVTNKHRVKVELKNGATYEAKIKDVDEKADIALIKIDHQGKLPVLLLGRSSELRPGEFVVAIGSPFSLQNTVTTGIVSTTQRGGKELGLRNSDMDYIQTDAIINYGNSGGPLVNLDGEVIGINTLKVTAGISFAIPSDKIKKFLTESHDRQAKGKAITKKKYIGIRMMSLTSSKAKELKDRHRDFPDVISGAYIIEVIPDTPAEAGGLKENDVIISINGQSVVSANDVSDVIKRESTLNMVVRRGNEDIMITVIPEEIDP
# UHRF1 binding: UHRF1 methyl-DNA binding inhibition. Q96T88. UHRF1 binding to methylated oligo, TR-FRET. inhibition, % at 4.4 µM. 0.75% of 370,000 active. AID 687016; in the data active = inhibition above about 21%;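 also: UHRF1 SRA domain binding a hemimethylated CpG hairpin DNA probe; 0% = median of test compound wells and 100% = reference inhibitor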
# SIAE primary: blocks human sialic acid acetylesterase. Q9HAT2. SIAE FP-Rh probe binding, fluorescence polarization. inhibition, % at 9.66 µM. 0.69% of 370,000 active. AID 1053197;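 active = inhibition above a cutoff: mean of compounds within the control limits plus 3 SD of those, cut at about 17% in these data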;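 also: 0% = plate median of compound wells and 100% = probe without SIAE protein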
# TDP2 absorb: TDP2 (human) inhibition, absorbance primary screen | recombinant TDP2, T5PNP hydrolysis, p-nitrophenol absorbance 415 nm | AID 720702 | inhibition, % at 12.8 µM | O95551 | 0.34% of 370,000 active;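 active = inhibition above the mean of all tested compounds plus 3 SD, set per campaign, cut at about 25% in these data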;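 also: 0% = DMSO with enzyme and 100% = buffer with substrate but no TDP2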
# Target sequence (O95551 whole entry, looked up): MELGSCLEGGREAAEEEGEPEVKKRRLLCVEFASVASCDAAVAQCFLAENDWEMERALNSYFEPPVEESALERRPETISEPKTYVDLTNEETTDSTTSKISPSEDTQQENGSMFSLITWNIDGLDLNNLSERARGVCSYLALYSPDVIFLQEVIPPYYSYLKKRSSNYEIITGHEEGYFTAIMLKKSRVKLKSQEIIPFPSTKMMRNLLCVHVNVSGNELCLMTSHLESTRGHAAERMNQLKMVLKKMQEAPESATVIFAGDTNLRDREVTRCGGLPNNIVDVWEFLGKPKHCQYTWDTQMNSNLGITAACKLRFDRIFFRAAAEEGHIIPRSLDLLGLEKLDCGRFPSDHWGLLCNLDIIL
#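 Incubation: 2 h at 37 °C; Test system: recombinant human TDP2; Quantity: enzyme 120 nM; Read-out basis: percent inhibition; Medium: 50 mM Tris-HCl pH 7.5 with Mg2+, KCl, DTT, BSA; Repeats: single replicate; Compound: 12.8 µM single point, 1% DMSO; Signal: epi absorbance; Reagent: 5 mM T5PNP chromogenic substrate; Benchmarks: no-enzyme high, DMSO-plus-enzyme low.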
# DDE Tn7 FP inh: DD(E)-Tn7 binding inhibition, primary FP screen. P02675. FP displacement of FITC-Tn7 peptide from fibrin DD(E); 0% = median of compound wells per plate. inhibition, % at 8.3 µM. 0.13% of 370,000 active;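 active = inhibition above the mean of compounds falling within the control limits plus 3 SD of them, cut at about 14% in these data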;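 also: 0% = plate median of compound wells and 100% = 10 µM Aha-Tn7 peptide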
#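 Measure: % inhibition scaled between sample-field median and high-control FP; Test system: human fibrin DD(E); Quantity: 2 µM final DD(E) protein; Doses: one dose, 8.3 µM nominal; Schedule: compound with protein 10 min, then 3 h after probe, room temperature; Detection: fluorescence polarization; Medium: Tris buffer with calcium and detergent, pH 7.8.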
# mABHD4 FP: inhibits mouse alpha/beta hydrolase domain 4; purified mABHD4, FP-Rh probe fluorescence polarization; inhibition, % at 8.92 µM; 0.54% of 370,000 active; AID 720543;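 active = inhibition exceeding the mean over every tested compound plus 3 SD, cut at about 30% in these data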;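 also: 0% = plate median of compound wells and 100% = S159A mutant with DMSO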
#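 Test system: mABHD4 protein; Read-out basis: % inhibition; Incubation: 45 min + 60 min at 25 °C; Repeats: single replicate; Technique: fluorescence polarization with parallel and perpendicular emission, 525/598 nm; Compound: 8.92 µM, single dose; Benchmarks: full inhibition S159A mutant plus DMSO, zero as sample-well median.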
# * = called active by the depositor; · = not tested or not shown. Rows are unselected, and some 4.2% of all compounds hit somewhere here.
# Values run as follows: LEDGF integ inh, TCR CD3 inh, PG9 binder, PRMT1 FP inh, HTRA1 inh, UHRF1 binding, SIAE primary, TDP2 absorb, DDE Tn7 FP inh, mABHD4 FP
> O=C1NC(Cc2c[nH]c3ccccc23)C(=O)N1CCOc1ccccc1 (configuration not stated)
 : -2, -2, 0.4, 2, 9, -2, 7, 7, 9, -7
> O=C1C[C@H]2CCCCC(=O)N3CC[C@@H](C1)[C@@H]23
 : -1, 1, 2.4, 1, 7, 0, 2, -1, -5, 1
> CC1=CC2C(C3C=CC2(C)C(=O)C3(C)O)C(C)(O)C1=O (configuration not stated)
 : -4, 0, -2.9, -1, 2, 1, 1, 4, -3, -3
> Cc1cccc(NC(=O)CSc2n[nH]c(-c3ccncc3)n2)c1C
 : -1, 10, -0.6, -4, 4, -1, 9, 15, 2, 0
> O=C(Nc1ccccc1)c1cc2ccccc2o1
 : 0, -1, -0.8, 0, -8, 0, -1, 2, 4, -15
> COc1ccccc1C(=O)C1CCCN(C(=O)C2=CC(=O)CC(C)(C)O2)C1 (configuration not stated)
 : 3, 2, -1.8, -5, 2, -3, 1, 5, -4, -2
> COc1ccc(Cc2nc3ccc(C(=O)NCC4CCOCC4)cc3o2)cc1OC
 : -1, 0, -1.2, -1, 5, 0, 0, -1, -8, 3
> CCc1ccc(-n2c(=S)sc3c(=O)n(-c4ccccc4OC)c(=S)[nH]c32)cc1
 : -4, 4, -0.6, 84*, -2, -2, 9, -4, 8, 2
> Cc1ccc(CNC(=O)OC(C)(C)C)c(/C=C/S(=O)(=O)NCCc2ccccc2)c1
 : 4, ·, ·, 29*, ·, 2, 1, -10, -6, -24
> CC1CN(C(C)C)C(C)CC1OC(=O)c1ccccc1 (configuration not stated)
 : -3, 2, -1.6, 3, -4, 1, -3, 9, -7, -2
> CC(=O)NC(c1ccc(F)c(F)c1)c1nc(-c2cccc(C(=O)O)c2)cs1 (configuration not stated)
 : -1, 1, 1.4, -1, ·, 0, 3, 11, -1, 0
> O=C(NCc1ccco1)C(=O)NCC1OCCCN1S(=O)(=O)c1ccc(F)cc1 (configuration not stated)
 : 0, -3, 0.6, 1, -2, -2, 0, -1, 7, 1
> CC(NC(=O)NC12CC3CC(CC(C3)C1)C2)C1CCCO1 (configuration not stated)
 : -2, 1, -1.4, -1, -3, -1, -5, -2, -1, 1
> Nc1nc(SCC(=O)NCC2CCCO2)[nH]c(=O)c1NC(=O)c1ccco1 (configuration not stated)
 : 2, 0, -0.8, -4, -6, -1, -1, 13, -2, -4
> CCOC(=O)c1cccc(N2C(=O)C3C(C(=O)NC4CC4)C4(C)C=CC3(O4)C2C(=O)NC(C)(C)C)c1 (configuration not stated)
 : 1, 3, 0.7, 0, 2, -2, -10, 0, -2, 4
> CCCCC(=O)N/N=C(\C)CC(=O)Nc1cc(Cl)ccc1OC
 : 0, -2, 0.7, 12, -5, 5, -3, -4, 0, -40
> CC1CCCCC1NC(=O)c1ccc(S(=O)(=O)NNC(=O)c2ccncc2)cc1 (configuration not stated)
 : 1, -5, -0.8, 4, 2, -2, -3, 20, 1, 4
> COc1cc(NC(=O)c2cccc(C)c2)c(Cl)cc1[N+](=O)[O-]
 : 2, 3, -1.4, -1, -3, -4, 3, 6, 0, -3
> O=S(=O)(NCCc1ccncc1)c1ccccc1
 : 0, 0, -1.2, 0, 6, 0, 4, 2, 3, -2
> CCCCn1c(N)c(N(Cc2ccccc2OC)C(=O)C2=COCCO2)c(=O)[nH]c1=O
 : -5, -7, -0.6, 1, 1, 2, 1, -6, -1, -3
> Cc1ccc(S(=O)(=O)N2CCOC2CNC(=O)C(=O)NCCCc2ccccc2)cc1 (configuration not stated)
 : 6, 3, -1.2, -7, -6, 11, -10, -13, -9, -15
> O=S1(=O)c2ccc(Br)cc2OC[C@@H](Cc2ccccc2)N1Cc1cn(CC2CCCCC2)nn1
 : 3, ·, ·, -5, ·, 2, 9, -15, -5, -6
> CCC(=O)c1ccc(OCC(O)Cn2nc(C)c(Br)c2C)cc1 (configuration not stated)
 : 1, -14, 0.2, -1, 4, 2, -1, -12, -2, -7
> Cc1ccccc1C(=O)Nc1ccc(C(=O)NNC(=O)CCCOc2ccc(Cl)cc2Cl)cc1
 : -1, 0, -0.3, -2, -1, 0, -4, 2, -1, -2
> CCCc1cc(=O)[nH]c(SCc2csc(-c3ccccc3)n2)n1
 : 2, 6, -0.9, 2, 2, -1, 0, 8, 0, -5
> O=C(Cn1c(=O)oc2cc(S(=O)(=O)N3CCCCCC3)ccc21)NC1CCCCCCC1
 : 8, -7, 0.0, -5, 8, 2, 3, -4, -2, -12
> CC1(C)C(=O)Nc2ccccc2N1C(=O)COC(=O)c1cccc(O)c1
 : 0, 2, 0.8, 2, 1, 1, 4, -4, -9, 4
> COC(=O)C1=C(C)N=C2SCCC(=O)N2C1c1cc(Br)ccc1OC (configuration not stated)
 : -2, -2, -0.9, 4, -10, 3, -1, -8, 5, -7
> CC1CCCC(C)N1C(=O)CNCc1ccc2c(c1)OCO2 (configuration not stated)
 : -2, -5, -0.9, 3, 7, 1, -2, 18, -5, 18
> Nc1ncnc2c1nc(-c1ccccc1)n2C1OC(CO)C(O)C1O (configuration not stated)
 : -1, 0, -0.7, 1, ·, 0, -1, -2, 6, -2

# 5 neighbouring entries already listed, for reference:
# Values run as follows: LEDGF integ inh, TCR CD3 inh, PG9 binder, PRMT1 FP inh, HTRA1 inh, UHRF1 binding, SIAE primary, TDP2 absorb, DDE Tn7 FP inh, mABHD4 FP
> O=C(Cn1c(=O)oc2cc(S(=O)(=O)N3CCCCCC3)ccc21)NC1CCCCCCC1
 : 8, -7, 0.0, -5, 8, 2, 3, -4, -2, -12
> CC1(C)C(=O)Nc2ccccc2N1C(=O)COC(=O)c1cccc(O)c1
 : 0, 2, 0.8, 2, 1, 1, 4, -4, -9, 4
> COC(=O)C1=C(C)N=C2SCCC(=O)N2C1c1cc(Br)ccc1OC (configuration not stated)
 : -2, -2, -0.9, 4, -10, 3, -1, -8, 5, -7
> CC1CCCC(C)N1C(=O)CNCc1ccc2c(c1)OCO2 (configuration not stated)
 : -2, -5, -0.9, 3, 7, 1, -2, 18, -5, 18
> Nc1ncnc2c1nc(-c1ccccc1)n2C1OC(CO)C(O)C1O (configuration not stated)
 : -1, 0, -0.7, 1, ·, 0, -1, -2, 6, -2

# Other structures.
molecule	LEDGF integ inh	TCR CD3 inh	PG9 binder	PRMT1 FP inh	HTRA1 inh	UHRF1 binding	SIAE primary	TDP2 absorb	DDE Tn7 FP inh	mABHD4 FP
CC[C@]12c3[nH]c4ccccc4c3CCN1C(=O)C(CC(=O)NCc1cccc(C(F)(F)F)c1)C[C@@H]2C(=O)N1CCN(C(=O)c2ccco2)CC1 (some centres not stated)	4	6	0.2	-4	-18	-3	8	2	1	-1
Cc1ccc(NC2=C(Cl)C(=O)OC2OC(C)C)cc1 (configuration not stated)	1	4	-0.2	0	3	5	-5	-6	-1	3
Cc1ccc(Cl)cc1NC(=O)C(=O)N/N=C/c1ccc2c(c1)OCO2	3	0	-3.8	-4	-2	-2	-3	6	-7	-6
COc1ccc(CC(C)Nc2ccccc2F)cc1 (configuration not stated)	4	10	1.2	-4	-5	-1	6	2	6	-2
Cn1cc(/C=N/NC(=O)COc2ccccc2[N+](=O)[O-])c2ccccc21	4	3	0.1	-3	5	-5	9	2	-2	-3
COCCCn1c(SCC(=O)Nc2ccc(NC(=O)c3ccco3)c(OC)c2)nc2ccccc2c1=O	3	-3	0.6	3	1	4	-3	3	-1	1
Oc1ccc2cc(Br)ccc2c1CN1CCCC1	5	-4	-2.2	3	-23	3	4	-19	-5	0
CCCn1c(N)c(N2CCCCC2)c(=O)n(CC(=O)Nc2ccc(OC(F)(F)F)cc2)c1=O	11	6	2.3	5	-1	24*	-3	22	3	-24
O=c1[nH]c(Cc2ccc(F)cc2)nc2scc(-c3ccc(F)cc3)c12	3	-5	0.0	0	-8	1	4	4	-3	-3
CC1(C)NC(=O)N(CC(O)CN2C(=O)CCC2=O)C1=O (configuration not stated)	-4	7	-0.9	2	1	-4	2	-1	5	5
CCCCCN(C(=O)CCC(=O)OCC(=O)N1CCCC(C)C1)c1c(N)n(CCCC)c(=O)[nH]c1=O (configuration not stated)	-1	0	-2.4	-6	1	0	5	2	9	-7
S=C1NC2=C(CCCC2=C2SCCCS2)C(c2ccccc2)N1 (configuration not stated)	6	-6	0.5	35*	-45	-5	-23	-23	-2	-15
Nc1cc(N)nc(SCCOc2ccccc2F)n1	-3	-2	1.8	5	-5	3	0	0	-1	-3
CS(=O)(=O)c1ccc(Cl)c(NC(=O)CN2CCN(C(=O)c3cccs3)CC2)c1	2	2	1.6	4	-5	23*	0	1	4	5
COc1ccc(N(C)C(=O)c2cc3c(s2)-c2ccc(Cl)cc2S(=O)(=O)C3)c(OC)c1	0	1	1.5	-2	0	-1	-8	-6	4	4
COc1cccc(NS(=O)(=O)c2c(C)n(C)c(=O)n(C)c2=O)c1	0	0	2.1	-2	4	2	3	-6	-8	4
O=C(NC1CCCCN(Cc2ccc(Cl)cc2)C1=O)c1cccc([N+](=O)[O-])c1 (configuration not stated)	-2	·	·	6	·	1	0	4	3	-3
O=C(c1cc(COc2ccc(F)cc2Cl)on1)N1CCCCCC1	-5	-7	-1.3	1	-8	5	-3	-3	0	7
CC1CCC/C=C/C(=O)c2c(O)cc(O)cc2CC(=O)O1 (configuration not stated)	6	12	-2.2	4	5	4	7	4	4	21
